UBC13 inh: blocks human UBC13 polyubiquitin chain formation; P61088; TR-FRET; inhibition, % at 20 µM; hit rate 0.47% among 330,000; AID 485273; in the data active means inhibition above about 45%, passing the limit was not always enough
HKDC1 inhibitor: HKDC1 (human) hexokinase inhibition. inhibition, % at 20 µM. hit rate 0.16% among 340,000. Q2TB90. recombinant HKDC1, G6PDH/diaphorase resazurin coupled fluorescence. AID 493160;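 active means inhibition above about 35% when tested at 20 µM, limit read from the data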;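 further: plate controls were DMSO wells with enzyme for no effect and DMSO wells lacking enzyme for full effect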
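Incubation: 90 min at room temperature in dark / Material: recombinant HKDC1 (HK5) hexokinase enzyme, produced in-house / Quantity: enzyme 5 µg/mL final / Compound: one dose of 20 µM, 1% DMSO / Reagent: glucose and ATP substrates / Buffer or medium: Tris pH 8.0 buffer with MgCl2, Tween-20, BSA, BME / Technique: resorufin fluorescence at 613 nm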
SENP8 block-1: blocks the human protease SENP8. AID 2540. inhibition, % at 10 µM. purified SENP8, Z-RLRGG-aminoluciferin cleavage, luminescence. hit rate 1.2% among 330,000; in the data active means inhibition above about 50%
MIN6 prolif: MIN6 beta-cell proliferation induction; proliferation, % at 10 µM; hit rate 0.29% among 330,000; MIN6 cells proliferation, ATPlite luminescence, 48 h; cells starved in 0.2% serum; 100% = growth in 10% serum; AID 2380;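 active means compounds whose signal lies at least 3.5 SD above the mean of all wells on their plate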;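 further: 0% = DMSO-treated cells in low-serum medium and 100% = 10% serum control; some compounds called inactive have numbers as strong as hits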
SENP6 block: inhibitors of human SENP6 protease. Recombinant SENP6 catalytic domain, aminoluciferin luminescence. inhibition, % at 10 µM. hit rate 1.8% among 330,000. AID 2599;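 active means inhibition above about 50% at the single tested dose, limit read from the data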;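 further: plate controls were DMSO wells with enzyme for no effect and DMSO wells lacking enzyme for full effect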
PfG6PD inh: PfG6PD (Plasmodium falciparum) enzyme inhibition | PfGluPho enzyme, NADPH resazurin-diaphorase fluorescence | inhibition, % at 20 µM | hit rate 0.78% among 350,000;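 active means inhibition reaching at least a set limit at 20 µM in the primary screen, cut at about 59% in these data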;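 further: 0% = DMSO wells with substrate and 100% = DMSO wells lacking glucose-6-phosphate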
SENP7 inh: inhibitors of human SENP7 protease | hit rate 1.5% among 330,000 | recombinant SENP7, Z-RLRGG-aminoluciferin luminescence, 40 min | inhibition, % at 5 µM;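 active means inhibition above about 50% at the single test dose, limit read from the data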;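 further: plate controls were DMSO with enzyme for no effect and no enzyme buffer wells for full effect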
SENP1 inh: SENP1 (human) catalytic domain inhibition; recombinant SENP1 catalytic domain, CyPet-SUMO1-YPet FRET cleavage; Q9P0U3; hit rate 0.21% among 360,000; AID 624204; inhibition, % at 10 µM;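 active means inhibition at least 30% at 10 µM, raw YFP signal under a set limit, fluorescence ratio 0.5 to 1.5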;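 further: 0% = enzyme with DMSO and 100% = no enzyme wells; some results filed as inactive read as strong as hits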
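Test system: recombinant human SENP1 catalytic domain, His6-tagged / Medium: pH 8 Tris buffer with EDTA, NaCl, BME, BSA, NP40, catalase / Also added: SUMO1 FRET substrate flanked by Cypet and Ypet, 25 nM / Times: 50 min reaction at room temperature / Signal: FRET, CFP and YFP emission / Control set: no-enzyme low control and enzyme-plus-DMSO high control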
SENP8 block-2: inhibitors of human SENP8 protease; AID 602440; inhibition, % at 20 µM; recombinant SENP8, Nedd8 substrate fluorescence; hit rate 0.64% among 360,000; Q96LD8; in the data active means inhibition mostly above about 40%, no sharp cut-off; inactive means mostly below about 27%
Numbers without * were called inactive; / = no result given.

SMILES	UBC13 inh	HKDC1 inhibitor	SENP8 block-1	MIN6 prolif	SENP6 block	PfG6PD inh	SENP7 inh	SENP1 inh	SENP8 block-2
CCNC(=S)N1CCN(S(=O)(=O)c2ccc(Cl)s2)CC1	14	0	5	1	-2	-34	-5	2	1
C=CCn1c(CNS(=O)(=O)c2ccc(Cl)cc2)n[nH]c1=S	7	-5	-2	3	-4	21	4	1	1
Cc1ncoc1C(=O)N1CCc2c([nH]c3ccccc23)C1C(C)(C)C (stereo not drawn)	-2	-7	-1	-4	-1	-5	-1	-17	-2
C[C@@H]([C@@H](O)c1ccccc1)N(C)C(=O)C(N)Cc1ccccc1 (stereo partly drawn)	12	0	-1	-3	-11	-13	5	0	3
O=C(NCc1ccc(Cl)cc1)C1CCCN(S(=O)(=O)c2cnc[nH]2)C1 (stereo not drawn)	2	6	5	1	-15	-12	8	2	6
O=C(OCc1cccc([N+](=O)[O-])c1)c1cnccn1	4	-3	-14	1	13	2	-2	-1	15
COc1c(C)cc(Br)cc1C(=O)Nc1ccccc1C	5	-7	1	0	2	11	1	-1	12
COc1ccc(N2Cc3cccc(C(=O)O)c3C2=O)cc1	-12	12	4	1	-17	-12	-3	0	0
CN(C)CCNC(=O)c1ccc(Cl)s1	-8	-3	-7	4	-9	1	-5	4	21
OCC1CCCN(C(=S)NCCc2ccccc2)C1 (stereo not drawn)	4	-8	-1	0	-13	10	7	0	22
CC1(c2ccc(Cl)cc2)NC(=O)N(CC(=O)N2CCc3ccccc32)C1=O (stereo not drawn)	16	-4	12	2	-6	14	0	0	4
CCn1c(SCC(=O)Nc2ccc(-c3nc4ccc(C)cc4s3)cc2)nnc1-c1ccccc1	-15	/	1	-3	12	/	-4	/	/
O=C(c1ccc(Cl)c(S(=O)(=O)N2CCCCC2)c1)N1CCN(c2ccccc2)CC1	5	-5	5	-2	10	12	0	-1	13
O=C(NNS(=O)(=O)c1ccc(F)cc1)c1sccc1-n1cccc1	6	-8	5	5	1	3	2	2	9
COc1ccc(-c2[nH]c(-c3ccccc3)nc2SCC(=O)NCc2ccco2)cc1OC	-8	-1	-10	-3	-4	15	-15	4	-458
COc1ccc(S(=O)(=O)N2c3ccccc3OCC2C)cc1 (stereo not drawn)	0	-6	4	-1	-16	-8	4	1	8
CC1CCN(c2c(NCC3CCC(C(=O)NCCc4ccc(Cl)cc4)CC3)c(=O)c2=O)CC1 (stereo not drawn)	12	-7	2	-4	-5	-12	-1	1	5
CC1CCN(S(=O)(=O)c2nnc(NC(=O)COc3ccccc3)s2)CC1	-2	2	3	-2	5	-13	-4	-1	-12
Cc1ccc(CCN2CC(C(=O)NCCCN3CCOCC3)CC2=O)cc1 (stereo not drawn)	-8	-8	-6	-1	-6	-5	-5	1	27
COC(=O)C1=C(C)N(CC2CC2)C(=O)N[C@H]1c1ccccc1	-8	-6	-4	-1	-22	-22	16	3	20
CCOC(=O)c1ccccc1NC(=O)COC(=O)c1ccc(OCC(=O)N2CCOCC2)c(OCC)c1	/	-6	/	/	/	-5	/	0	-14
CC(Oc1cccc(Cl)c1)C(=O)NCc1ccc(S(N)(=O)=O)cc1 (stereo not drawn)	-15	-5	-7	-2	-6	10	-3	-1	0
Cc1cc(/C=C2\NC(=S)N(C)C2=O)ccc1N1CCCC1	-297	0	-17	-2	-8	1	-6	-29	10
CCOc1ccccc1C(=O)N1CCC(n2nnc3cc(C)ccc32)CC1	2	2	0	-1	-18	4	-4	-1	22
COc1ccc(S(=O)(=O)NCCCc2ccccc2)cc1	7	-3	-7	-1	-36	5	-7	1	6
COCC(=O)N(C)c1nnc(-c2ccc([N+](=O)[O-])cc2)s1	-14	-2	-1	-2	-38	-18	-1	3	18
Cc1ccccc1NC(=O)COC(=O)c1ccc(S(C)(=O)=O)c([N+](=O)[O-])c1	12	6	-10	-6	-8	-4	-7	3	17
O=C1CC(c2ccccc2)Oc2cc(O)ccc21 (stereo not drawn)	4	-2	5	-3	-10	-14	-1	-1	15
COc1ccc(Nc2nnc(SCC(=O)NC(=O)Nc3ccc4c(c3)OCCO4)s2)cc1	-17	-3	-6	-6	-20	-11	-3	-1	17
Cc1ccc(C(=O)NCc2cccnc2)o1	0	-1	-13	-6	-18	-2	6	-3	-13

Structures above that contain a nitro group on carbon, in the order listed:
SMILES	UBC13 inh	HKDC1 inhibitor	SENP8 block-1	MIN6 prolif	SENP6 block	PfG6PD inh	SENP7 inh	SENP1 inh	SENP8 block-2
O=C(OCc1cccc([N+](=O)[O-])c1)c1cnccn1	4	-3	-14	1	13	2	-2	-1	15
COCC(=O)N(C)c1nnc(-c2ccc([N+](=O)[O-])cc2)s1	-14	-2	-1	-2	-38	-18	-1	3	18
Cc1ccccc1NC(=O)COC(=O)c1ccc(S(C)(=O)=O)c([N+](=O)[O-])c1	12	6	-10	-6	-8	-4	-7	3	17

Remaining list, next part
SMILES	UBC13 inh	HKDC1 inhibitor	SENP8 block-1	MIN6 prolif	SENP6 block	PfG6PD inh	SENP7 inh	SENP1 inh	SENP8 block-2
COc1ccc(-c2nc(CS(=O)(=O)CC(=O)NCc3ccc(F)cc3)c(C)o2)cc1	-2	-6	4	-3	-13	6	4	1	5
NS(=O)(=O)c1ccc(CCNC(=O)CN2CCN(c3ccc(F)cc3)CC2)cc1	-8	-12	-6	-2	-8	-15	1	-4	9
CC1CC(C)CN(S(=O)(=O)c2ccc3c(c2)oc(=O)n3CC(=O)NCCCOC(C)C)C1 (stereo not drawn)	-1	-6	0	3	-15	-7	6	1	15
CCCCn1c(N)c(N(CC(C)C)C(=O)C2CC(=O)N(c3ccc4c(c3)OCCO4)C2)c(=O)[nH]c1=O (stereo not drawn)	-8	-6	-1	-4	11	-8	0	0	23
COc1cc(-c2nc(S(=O)(=O)c3ccc(Cl)cc3)c(N3CCOCC3)o2)cc(OC)c1OC	13	-11	-4	3	-18	1	3	-2	2
CN(C)CCCNCCNC(=O)/C=N\O	10	-12	3	0	-23	0	4	1	10
O=C(COc1cccnc1[N+](=O)[O-])NCCc1ccc(Cl)cc1	-15	-3	-8	-2	10	11	-3	0	6
COc1ccc(C(=O)N2CCCC(CCC(=O)NCc3ccccc3F)C2)c(OC)n1 (stereo not drawn)	5	-2	5	1	-19	3	-7	0	13
Cc1c(C(O)CN2CCN(Cc3ccc4c(c3)OCO4)CC2)c2ccccc2n1C (stereo not drawn)	5	-7	-4	-4	-6	-2	4	-7	17
CCN(C(=O)CCc1nc(-c2ccc(OC)cc2)no1)c1cc(OC)ccc1OC	2	-3	-1	-1	25	2	9	1	33
CCCC(C(=O)NC1CCCC1)N(CCCN1CCOCC1)C(=O)c1snc(C(N)=O)c1N (stereo not drawn)	-4	-3	-4	0	-11	-5	-9	-3	-187
COc1ccc2nc(NC(=O)C3CCN(S(=O)(=O)c4cnc[nH]4)CC3)sc2c1	14	-1	-3	-2	-14	2	1	0	21
CCOP(=O)(C1=C(O)C(=O)C(C(C)(C)C)=CC1=O)c1ccccc1 (stereo not drawn)	/	15	/	/	/	43	/	-5	87*
COCCNC(=O)c1c(N)n(/N=C/c2ccc(F)cc2)c2nc3ccccc3nc12	22	1	-8	-3	-26	0	-8	-33	-373
COc1ccc(NC(=O)C2CCN(c3nc(-c4ccc(OC)cc4)no3)CC2)cc1	1	-3	10	-3	1	-8	3	0	9
Cc1cccc(N(C(=O)c2nsc(Cl)c2Cl)C(C(=O)NC2CCCC2)c2ccc(O)cc2)c1 (stereo not drawn)	1	-13	0	0	7	-8	-2	3	6
CC(C)OC(=O)CSc1nc(N)c(C#N)c(-c2cccs2)c1C#N	8	-8	11	-2	8	7	10	7	-65
CS(=O)(=O)N1CCCC(C(=O)Nc2ccccc2)C1 (stereo not drawn)	-4	2	-10	0	-13	-6	-4	-1	13
CC(CC(=O)C1C(C)C=CCC1(C)C)NNC(N)=O (stereo not drawn)	2	-6	-4	3	-7	-3	2	2	13
COc1ccccc1N1C(=O)CC(Sc2ncccc2C(=O)O)C1=O (stereo not drawn)	-2	0	-4	3	-13	-16	0	-1	6
O=C(CSc1nnnn1-c1ccccc1)Nc1ccc(N2CCOCC2)cc1	-4	-5	5	-2	4	-5	3	1	4
CCCCN(CCCC)S(=O)(=O)c1ccc(N2CCCC2=O)c([N+](=O)[O-])c1	5	4	-4	-4	-16	5	-5	1	8
CCC(C)(C)NC(=O)C(c1ccc(OC)cc1)N(Cc1ccco1)C(=O)CCC(=O)Nc1cc(C)on1 (stereo not drawn)	4	-3	-4	-2	-5	4	3	0	22
O=C(c1ccc(Cl)c(Cl)c1)N1CCC(=O)N(C(COCc2ccccc2)Cc2ccccc2)CC1 (stereo not drawn)	7	0	-7	-8	-6	15	-5	2	13
COC(=O)[C@]1(Cc2ccccc2)N[C@H](CN(C)C(=O)NC(C)C)[C@@H]2C(=O)N(C)C(=O)[C@@H]21	9	-3	-5	1	-2	8	0	2	6
O=C(NNS(=O)(=O)c1cccc(Cl)c1Cl)c1cccc(S(=O)(=O)N2CCOCC2)c1	-2	4	-6	-3	4	-27	4	3	16
Cc1ccsc1C(=O)OCC(=O)NCc1ccc(Cl)cc1	0	-3	-3	-2	-6	-4	-4	-1	15
CCn1ncc(C2=NOC(C(=O)Nc3c(C)n(C)n(-c4ccccc4)c3=O)C2)c1C (stereo not drawn)	-4	0	10	1	-4	6	7	0	1
CCOc1ccc(CCNC(=O)c2nnn(CC(=O)Nc3ccc(OC)c(OC)c3)c2N)cc1OCC	-4	-4	6	5	1	3	3	0	6
CC1CCC2(CC1)NC(=O)N(CC(=O)Nc1ccc(C(N)=O)cc1)C2=O (stereo not drawn)	2	1	10	-3	2	-13	-2	-9	-18
CCCC(=O)Nc1nc(-c2ccc3c(c2)OCCO3)cs1	-2	-4	-16	-1	-3	21	-4	4	16
CCc1nc2ccccc2c(C(=O)OC2CCCCC2=O)c1C (stereo not drawn)	-2	1	-4	-2	-14	-23	-6	-1	10
CC1=C(c2ccccc2)C(=S)NC(C)(C)C1	-3	5	6	5.6*	0	-3	3	1	14
NNC(=O)c1cc(NS(=O)(=O)c2cccs2)cc(NS(=O)(=O)c2cccs2)c1	-16	2	-9	-4	-11	13	-6	-6	5
Oc1ccc(-c2nc3ccccc3nc2-c2ccc(O)cc2O)c(O)c1	/	0	/	/	/	9	/	4	17
O=C(NCSc1ccnc(SCNC(=O)c2ccc(F)cc2)n1)c1ccc(F)cc1	8	-6	-3	-3	-9	22	1	-1	22
COc1ccccc1N1C(=O)S/C(=C\c2cc(C)n(C)c2C)C1=O	0	2	-9	0	-12	8	1	-51	-39
O=C(CN(C1CC1)S(=O)(=O)c1ccc(S(=O)(=O)NC2CCCCC2)cc1)Nc1ccccc1	/	-2	/	/	/	8	/	1	18
CCC1CCCCN1CCCNC(=O)c1ccc2c(c1)N(Cc1c(F)cccc1Cl)C(=O)CS2 (stereo not drawn)	11	-5	-3	0	-2	2	-3	1	17
O=C(NC(=S)NCc1ccc(Cl)cc1Cl)c1ccco1	3	0	1	-7	-2	4	-4	7	15
